RGS4 inh – human RGS4 inhibition; HEK293 M3R/RGS4 inducible, Fluo-4 calcium flux; stronger effect = higher value; triggered by carbachol at its EC20; B-score at 10 µM; 0.45% of 310,000 active; AID 463165;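 active = B-score, a plate-corrected calcium signal, over three deviations above library mean, with baseline fluorescence within five deviations of library mean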;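 note: RGS4 expression induced by doxycycline in cells with stable M3 receptor; B-score is computed from the integrated fluorescence ratio over baseline after carbachol; higher B-score means a larger calcium signal and so more RGS4 inhibition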
KCNQ1 pot – potentiators or activators of human KCNQ1 potassium channel; AID 2648; B-score at 10 µM; 0.35% of 310,000 active; P51787; CHO-K1 KCNQ1, thallium flux FluxOR fluorescence; stronger effect = higher value;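 active = fluorescence ratio B-score, a plate-corrected score, at least three library SD, with initial intensity B-score within 5 SD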
Target sequence (P51787 whole entry, looked up): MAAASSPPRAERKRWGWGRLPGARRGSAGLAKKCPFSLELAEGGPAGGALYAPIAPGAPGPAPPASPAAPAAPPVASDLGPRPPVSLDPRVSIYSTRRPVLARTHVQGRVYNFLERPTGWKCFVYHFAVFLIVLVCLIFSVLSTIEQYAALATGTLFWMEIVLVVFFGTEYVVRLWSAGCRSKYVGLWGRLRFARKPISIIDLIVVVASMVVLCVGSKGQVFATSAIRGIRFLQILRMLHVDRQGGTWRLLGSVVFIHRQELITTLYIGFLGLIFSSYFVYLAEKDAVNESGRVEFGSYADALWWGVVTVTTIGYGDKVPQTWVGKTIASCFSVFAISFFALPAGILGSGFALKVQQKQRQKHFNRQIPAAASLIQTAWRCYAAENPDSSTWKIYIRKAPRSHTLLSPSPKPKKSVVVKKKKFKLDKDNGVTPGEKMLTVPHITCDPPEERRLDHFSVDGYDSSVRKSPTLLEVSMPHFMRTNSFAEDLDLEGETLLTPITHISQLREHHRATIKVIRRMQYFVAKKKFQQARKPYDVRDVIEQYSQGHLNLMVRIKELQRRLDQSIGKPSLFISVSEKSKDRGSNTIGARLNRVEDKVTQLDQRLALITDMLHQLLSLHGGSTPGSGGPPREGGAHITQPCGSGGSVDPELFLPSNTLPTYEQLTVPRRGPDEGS
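Material: CHO-K1 cells stably expressing KCNQ1. Medium: assay buffer for compound exposure, DMSO matched across wells. Reagent: K+/Tl+ depolarizing stimulus. Compound dosing: single-concentration screen. Times: 37 °C overnight plating, 90-min dark dye load, 20-min compound pretreatment. Technique: FluxOR Tl+ flux fluorescence.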
KCNK3 block – human KCNK3 channel inhibition, primary screen | CHO-KCNK3 thallium flux, FluxOR fluorescence; stronger effect = lower value | B-score at 10 µM | O14649 | 0.84% of 340,000 active | AID 602410;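 active = B-score under library mean minus 4 SD, starting fluorescence ratio at most library mean plus 5 SD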;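 note: more negative B-score means stronger inhibition of thallium flux through KCNK3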
KCNK9 inh – human KCNK9 channel inhibition. Q9NPC2. HEK293 KCNK9, FluxOR thallium flux fluorescence; stronger effect = lower value. B-score at 10 µM. 1.2% of 310,000 active. AID 488922;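 active = ratio B-score over 3 SD below the library mean, with starting fluorescence within 5 SD of its mean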;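 note: negative B-score means less thallium flux so channel inhibition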
ANO1 activ – activators or potentiators of mouse TMEM16A chloride channel | Q8BHY3 | HEK293 TMEM16A/YFP-H148Q/I152L, iodide quench fluorescence; stronger effect = lower value | B-score at 10 µM | 0.3% of 340,000 active;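 active = fluorescence-ratio B-score plate-corrected deviation score at least 3 library SD below zero, with starting fluorescence score within 5 deviations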;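 note: channel opened by trigger with iodide after compound preincubation; score built on the fluorescence ratio of max minus min over baseline; more negative score means more quench and so TMEM16A activation or potentiation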
MrgX1 ag – agonists of human MrgX1 receptor; MrgX1-HEK293 cells, Fluo-4 calcium fluorescence, agonist mode; stronger effect = higher value; B-score at 10 µM; 0.44% of 310,000 active; AID 588627;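 active = calcium response B-score plate-corrected fluorescence ratio at least 3 library SD, with starting fluorescence B-score inside 5 SD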
Target sequence (Q96LB2 whole entry, looked up): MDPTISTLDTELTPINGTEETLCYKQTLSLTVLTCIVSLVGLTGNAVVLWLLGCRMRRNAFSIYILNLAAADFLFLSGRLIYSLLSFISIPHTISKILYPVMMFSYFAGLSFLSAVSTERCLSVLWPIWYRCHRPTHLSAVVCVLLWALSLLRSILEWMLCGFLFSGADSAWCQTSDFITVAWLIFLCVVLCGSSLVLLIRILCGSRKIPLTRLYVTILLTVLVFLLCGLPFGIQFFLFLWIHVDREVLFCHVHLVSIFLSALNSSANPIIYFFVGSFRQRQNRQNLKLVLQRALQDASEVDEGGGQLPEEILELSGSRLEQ
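System: HEK293 cells stably expressing human MrgX1 receptor; Dosing: test compound in the initial addition of three; Schedule: overnight plating, then 30 min 37 °C plus 30 min room-temperature dye loading; Detection: kinetic calcium dye fluorescence, Fluo-4 NW; Controls: per-plate positive and negative controls for Z′ factor.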
MrgX1 allo act – allosterically activates human MrgX1 receptor signaling. MrgX1-HEK293, Fluo-4 calcium flux, FDSS; stronger effect = higher value. 0.63% of 310,000 active. B-score at 10 µM. Q96LB2;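 active = plate-corrected calcium response at least 3 library SD above typical, normal starting fluorescence, not activating the receptor alone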;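 note: compound read alongside a low EC10 to EC30 dose of BAM8-22 agonist; peak minus trough fluorescence over baseline measured at the second addition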
KCNQ1 inh – inhibitors of human KCNQ1 potassium channel. 1.3% of 310,000 active. B-score at 10 µM. CHO-K1 KCNQ1, FluxOR thallium flux fluorescence; stronger effect = higher value. AID 2642. P51787;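 active = compounds whose thallium flux B-score, printed positive for inhibition, exceeds three library SD while starting fluorescence stays within three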;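 note: channel opened by potassium depolarization with thallium stimulus after 20 min compound exposure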
RGS4 act – RGS4 potentiation or activation; HEK293 M3R/inducible RGS4, carbachol calcium flux Fluo4; stronger effect = lower value; B-score at 10 µM; 0.92% of 310,000 active;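 active = B-score of the integrated calcium signal more than 4 SD below the library mean, with starting fluorescence not abnormally high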;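 note: negative B-score means reduced calcium response which marks RGS4 activation or potentiation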
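System – HEK293 FlpIn-TREx cells, stable M3R, doxycycline-inducible RGS4 · Reagent – ECmax carbachol challenge · Times – compound preincubation 20 min at room temperature before agonist · Technique – Fluo4 fluorescence kinetic imaging of calcium · Measure – B score of integrated Fluo4 ratio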
hERG rescue – hERG (human) protection from proarrhythmic block; Q12809; CHO-hERG, FluxOR thallium flux, dofetilide IC70 present; activation (rescue from dofetilide block), less the hit threshold, % at 10 µM; 0.51% of 310,000 active;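 active = activation above the mean of controls blocked by dofetilide plus 5 SD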;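 note: thallium influx through hERG after potassium depolarization seen as dye fluorescence rise; in these data hits start at about 4.7%; inactives centre near -7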
TMEM16A inh – mouse TMEM16A channel inhibition, primary screen. HEK293 TMEM16A/YFP iodide influx fluorescence, ionomycin. normalized B-score (activity score, 25-100; higher = stronger inhibition) at 10 µM. 1.2% of 310,000 active;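 active = ratio plate-corrected score three or more library SD toward inhibition, starting fluorescence score within five deviations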;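 note: score derived from kinetic fluorescence span divided by baseline fluorescence per well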
Numbers without * were called inactive; i = inactive; nt = not tested or not shown.

no.	Compound	RGS4 inh	KCNQ1 pot	KCNK3 block	KCNK9 inh	ANO1 activ	MrgX1 ag	MrgX1 allo act	KCNQ1 inh	RGS4 act	hERG rescue	TMEM16A inh
1	CC(C)(C)n1nnnc1C(c1cccs1)N(Cc1ccccc1)Cc1ccco1 (configuration not stated)	i	i	-12*	-19*	i	i	i	9*	i	-18	i
2	O=C1NC(=O)/C(=C\c2ccc(OCc3cnc(Cl)s3)cc2)S1	i	i	i	i	i	i	i	i	i	-10	i
3	COc1ccccc1CNc1ccc(N2CCOCC2)c(C(=O)O)c1	i	i	i	i	i	i	i	i	i	-3	i
4	CN(C)/C=C1\C(=O)N(c2ccc(Cl)c(Cl)c2)CS1(=O)=O	i	i	i	i	i	i	i	i	i	-10	i
5	CN(C)/C=C1/Sc2ccccc2C1=O	i	i	i	i	nt	i	i	i	i	-3	i
6	COc1ccc(Br)cc1C(=O)Nc1cccc2ncccc12	i	i	i	i	i	i	i	i	i	-5	i
7	O=C1NC(c2ccccc2)CCC1(Cl)Cl (configuration not stated)	i	i	i	i	i	i	i	i	i	-10	i
8	Cc1ccc(Nc2nc(-c3sc(N)nc3C)cs2)cc1	i	i	i	i	i	i	i	i	i	-8	i
9	O=C(c1ccccc1)c1ccc2nc(N3CCN(C(=O)c4ccco4)CC3)c3nncn3c2c1	i	i	i	i	i	i	i	i	i	-5	i
10	Nn1cc(-c2ccccc2)nc1SCC(=O)Nc1cccc(S(N)(=O)=O)c1	i	i	i	i	i	i	i	i	i	-13	i
11	CN(CC(=O)Nc1ccccc1Br)C(=O)c1ccncc1	i	i	i	i	i	i	i	i	i	-8	i
12	CCCC1CC(c2csc(N)n2)CCO1 (configuration not stated)	i	i	i	i	i	i	i	i	i	-5	i
13	O=C(c1ccc(Oc2ccc([N+](=O)[O-])cc2Cl)cc1)N1CCCC1	i	i	i	i	i	i	i	i	i	-3	i
14	CN(C)C(=O)c1cn(-c2ccccc2)nc1-c1cccs1	i	i	i	i	i	i	i	i	i	-11	i
15	Cn1c(/N=C/c2ccc3c(c2)OCO3)nc2ccccc21	i	i	i	i	i	i	i	i	i	-1	i
16	CCOc1ccc(N=C2NC(=O)S/C2=C\c2ccc(OC)cc2)cc1	i	i	i	i	i	i	i	i	i	-6	i
17	O=C(CCCCCCN1C(=O)c2ccccc2C1=O)Nc1nccs1	i	i	i	i	i	i	i	i	i	-6	i
18	CCOc1ccc(NC(=O)CCN2CCN(S(=O)(=O)c3cc(Cl)ccc3OC)CC2)cc1	i	i	i	i	i	i	i	i	i	-15	i
19	O=C(Cc1n[nH]c(=O)c2ccccc12)OCC(=O)N(Cc1ccccc1)Cc1ccccc1	i	i	i	i	i	i	i	i	i	-14	i
20	CC1CN(c2oc(Cc3cccc4ccccc34)nc2C#N)CC(C)O1 (configuration not stated)	i	i	i	i	i	i	i	i	i	-14	i
21	COc1cccc(C2C(C(=O)c3cccs3)=C(O)C(=O)N2CCN2CCOCC2)c1 (configuration not stated)	i	i	i	i	i	i	i	i	i	-4	i
22	Cc1cc(C)c(C#N)c(SCC(=O)Nc2ccc(S(=O)(=O)Nc3onc(C)c3C)cc2)n1	i	i	i	i	i	i	i	i	i	-5	i
23	O=C(c1ccco1)N1CCCC(c2nc3c(nnn3Cc3ccccc3)c(=O)[nH]2)C1 (configuration not stated)	i	i	i	i	i	i	i	i	i	-6	i
24	Cc1ccc(Oc2ccccc2NC(=O)C2=COCCO2)cc1	i	i	i	i	i	i	i	i	i	-18	i
25	O=C(c1cccs1)N1CCCc2ccccc21	i	i	i	i	i	i	i	i	i	-7	i
26	CC1C(=O)N2CCCc3cc(S(=O)(=O)N(C)Cc4ccccc4)cc1c32 (configuration not stated)	i	i	i	i	i	i	i	i	i	-7	i
27	Cc1c(C)c2ccc(OCC(=O)N3CCOCC3)c(C)c2oc1=O	i	i	i	i	i	i	i	i	i	1	i
28	C=CCn1c(SCc2cccc(OC)c2)nnc1-c1ccncc1	i	i	i	i	i	i	i	i	i	-7	i
29	Cc1ccc(NC(=O)COc2ccccc2C(=O)NCCN(C)C)cc1	i	i	nt	i	nt	i	i	i	i	6.9*	i
30	CCOC(=O)CNC(=O)Cn1cnc2c(nnn2-c2cccc(OC)c2)c1=O	i	i	i	i	i	i	i	i	i	-8	i
31	CCN(CC(=O)Nc1ccccc1OC)CC(=O)Nc1ccccc1-c1ccccc1	i	i	i	i	i	i	i	i	i	-6	i
32	CC1=Nn2c(nc(-c3ccccc3)c2-c2ccccc2)NC(=O)C1Br (configuration not stated)	i	i	i	i	i	i	i	i	i	-10	i
33	CCCn1c(=NC(=O)CCS(=O)(=O)c2ccccc2)sc2cc(S(N)(=O)=O)ccc21	i	i	i	i	i	i	i	i	i	-6	i
34	COc1ccc(CC(=O)Oc2ccc(Br)cc2F)cc1S(=O)(=O)N1CCOCC1	i	i	i	i	i	i	i	i	i	-11	i
35	O=c1c2ccccc2nc(SCc2cn3ccsc3n2)n1-c1ccc(F)cc1	i	i	i	i	i	i	i	i	i	-8	i
36	Cc1ccc(NC(=O)CCN2C(=O)C3CCCCC3C2=O)cc1[N+](=O)[O-] (configuration not stated)	i	i	i	i	i	i	i	i	i	-12	i
37	O=C(Oc1ccc2ccccc2c1)c1cncc(Br)c1	i	i	i	i	i	i	i	i	i	-9	i
38	Cc1ccccc1NC(=O)/C(=C/c1ccco1)c1ccccc1	i	i	i	i	i	i	i	i	i	-7	i
39	O=C(NCCc1ccccc1)C1CCC(=O)N(Cc2ccc(Cl)cc2)C1 (configuration not stated)	i	i	i	i	i	i	i	i	i	-9	i
40	CC(C)(C)OC(=O)N1CCC(Cc2cc(-c3ccccc3)no2)(C(=O)O)CC1	i	i	i	i	i	i	i	i	i	-4	i
41	Cc1ccccc1C(=O)Nc1cccc(C(=O)Nc2ccccc2C(=O)O)c1	i	i	i	i	i	i	i	i	i	-7	i
42	O=C(NC(=O)N1CCSCC1)c1c(Cl)cccc1Cl	i	i	i	i	i	i	i	i	i	-7	i
43	O=C(Nc1cc(C(F)(F)F)ccc1N1CCCCC1)c1cccc([N+](=O)[O-])c1	i	i	i	i	i	i	i	i	i	-8	i
44	CSCCC(=O)N1CCCC(CNC(=O)c2ccc(-c3ccccc3)cc2)C1 (configuration not stated)	i	i	i	i	i	i	i	i	i	-19	i
45	O=C(c1cccs1)N1CCC(c2nc(-c3ccc(S(=O)(=O)N4CCOCC4)cc3)no2)CC1	i	i	i	i	i	i	i	i	i	-10	i
46	Cc1cccc(OCC(=O)Nc2ccccc2F)c1	i	i	i	i	i	i	i	i	i	-1	i
47	CCOc1cc(NC(=S)NCC2CCCO2)c(OCC)cc1NC(=O)CC(C)C (configuration not stated)	i	i	i	i	i	i	i	i	i	2	i
48	COc1cc(CNC2CCCCCCC2)c(Br)cc1OCCO	i	i	i	i	i	i	i	i	i	-5	i
49	COc1ccccc1C(=O)COC(=O)CSCC(=O)Nc1cc(C)on1	i	i	i	i	i	i	i	i	i	-15	i
50	O=C(Cc1ccc(Cl)cc1)NCc1nc(-c2ccccc2)no1	i	i	i	i	i	i	i	i	i	-6	i
51	Cc1ccsc1C(=O)NN=C1CCCCCC1	i	i	i	i	i	i	i	i	i	-13	i
52	CC12CCC(C(=O)Nc3nc4ccccc4s3)(OC1=O)C2(C)C (configuration not stated)	i	i	i	i	i	i	29*	i	i	-6	i
53	CCN(Cc1ccccc1)S(=O)(=O)c1ccc(C(=O)N(CCCN(C)C)c2nc3c(F)cccc3s2)cc1	i	i	i	i	i	i	i	i	i	-25	i
54	CCC(C)NCC(=O)Nc1ccc([N+](=O)[O-])cc1C(=O)Nc1ccccc1F (configuration not stated)	i	i	i	i	i	i	i	i	i	-4	i
55	COCC(C)n1c(C)cc(C(=O)CSc2ccc(NC(C)=O)cc2)c1C (configuration not stated)	i	i	i	i	i	i	i	i	i	-3	i
56	COC(=O)c1c(NC(C)=O)sc(C(=O)Nc2ccccc2C)c1C	i	i	i	i	i	i	i	i	i	-4	i
57	O=C(O)/C(=C\c1cn(-c2ccccc2)nc1-c1cccnc1)NC(=O)c1ccccc1	i	i	i	i	i	i	i	i	i	-15	i
58	O=C1CCc2cc(NS(=O)(=O)c3cc(F)ccc3F)cc3c2N1CC3	i	i	i	i	i	i	i	i	i	-7	i
59	CNS(=O)(=O)c1ccc(NC(=O)c2cnn3c(C(F)F)cc(-c4ccccc4)nc23)cc1	i	i	i	i	i	i	i	i	i	-12	i
60	Cc1cc(C)cc(NC(=O)C2CCCN(c3ncccn3)C2)c1 (configuration not stated)	i	i	i	i	i	i	i	i	i	-5	i

Next part
no.	Compound	RGS4 inh	KCNQ1 pot	KCNK3 block	KCNK9 inh	ANO1 activ	MrgX1 ag	MrgX1 allo act	KCNQ1 inh	RGS4 act	hERG rescue	TMEM16A inh
61	COc1ccc(Cn2nnnc2C(CC(C)C)N2CCC(C(N)=O)CC2)cc1 (configuration not stated)	i	i	i	i	i	i	i	i	i	-6	i
62	COC(=O)[C@@]12CCCN1[C@H](c1ccc(-c3ccc(OC)cc3)cc1)[C@@H]1C(=O)N(C)C(=O)[C@@H]12	i	i	i	i	i	i	i	i	i	-15	i
63	COc1ccc(NCc2ccccc2[N+](=O)[O-])cc1OC	i	i	i	i	i	i	i	i	i	-8	i
64	Cc1nc2ccccc2n1CC(=O)NC1CCCCCC1	i	i	i	i	i	i	i	i	i	-8	i
65	CC1CCCN(S(=O)(=O)c2ccc(S(=O)(=O)N3CCC4(CC3)OCCO4)cc2)C1 (configuration not stated)	i	i	i	i	i	i	i	i	i	-10	i

Source: PubChem (Johns Hopkins Ion Channel Center)
